Screening results deposited in PubChem BioAssay by several laboratories.
SIAH1 antagonists: blockers of Siah-1 interaction with plectin peptide – biochemical, fluorescence polarization, rhodamine-plectin, uHTS, primary screen (AID 1817); 290,000 tested, 0.02% active; Siah-1 / rhodamine-plectin peptide fluorescence polarization; higher % means a stronger effect; displacement, % at 20 µM, or IC50 in µM where a hit was titrated;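 active means displacement of at least 50% at 20 µM, with a fluorescence ratio check between 0.3 and a set limit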;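 further: plate controls were Siah plus tracer with DMSO for no effect and tracer alone without Siah for full effect; strong numbers were not always called active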
M17LAP inhibition: P. falciparum M17LAP inhibitors, primary screen, biochemical, fluorogenic H-Leu-NHMec substrate, 1536-well (AID 1619). recombinant M17LAP, H-Leu-NHMec fluorogenic kinetic assay; higher % means a stronger effect. 220,000 tested, 0.38% active. inhibition, % at 30 µM; hits with a dose series show IC50 in µM;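 active means compound inhibiting the enzyme by more than half at any dose during confirmatory dose-response retesting; inconclusive means strong single-dose inhibitors picked by rank but not retested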;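 further: plate controls were full reaction with DMSO carrier for no effect and no enzyme background for full effect; strong numbers were not always called active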
CSM14.1 death rescue: protection against thapsigargin-triggered cell killing – 384-well, CSM14.1, ATP luminescence, primary screen (AID 1222) | CSM14.1 thapsigargin-induced death rescue, ATP luminescence; higher % means a stronger effect | cellular ATP content (survival), % at 20 µM, or EC50 in µM where a hit was titrated | 190,000 tested, under 10 active;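 active means EC50 below 50 µM in the dose-response confirmation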;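 further: death triggered by thapsigargin at about 15 µM added after 2 h compound pretreatment; cell ATP read after overnight thapsigargin exposure of roughly 18 to 22 hours; normalized against plate controls of thapsigargin alone and 5% DMSO vehicle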
Lipid droplet: hepatic lipid droplet formation modulation; AML12 mouse hepatocytes, oleate lipid droplets, BODIPY imaging; inhibition, % at 6.5 µM; 240,000 tested, 0.4% active;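 active means lipid droplet intensity inhibited by at least 50%, with more than 500 cells counted; inconclusive means wells with under 300 cells, treated as cytotoxic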
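Assay system: AML12 hepatocytes (mouse); Probe or stimulus: oleic acid at 100 µM to induce lipid droplet formation; Dosing: compound at 6.5 µM only; Schedule: compound with oleate, overnight; Detection: fluorescence imaging, 20x objective, two fields per well; Measure: % inhibition of lipid droplet signal.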
XIAP displacement: small molecules displacing peptide from XIAP – biochemical, IAP family, fluorescence polarization (AID 1018); XIAP BIR domain, fluorescence polarization peptide displacement; higher % means a stronger effect; displacement, % at 20 µM, or IC50 in µM where a hit was titrated; 200,000 tested, 0.007% active; in the data active means displacement above about 50%; further: a part of the inactive calls stands beside numbers as strong as those of hits
HEK293 NOD2/NF-kB: inhibition of NOD2-driven NF-kB reporter – cell-based, luminescence, uHTS, HEK293 (AID 1566). inhibition, % at 4 µM, or EC50 in µM where a hit was titrated. HEK293 NOD2/NF-kB luciferase reporter, luminescence; higher % means a stronger effect. 290,000 tested, 0.63% active; further: many of its hits are not listed in these tables
AID2073: inhibitors of Mint1-CaV2.2 protein interaction, biochemical, HTRF (AID 2073); one-dose inhibition, % at 20 µM; IC50 in µM for titrated hits; HTRF protein-protein interaction, Mint1-CaV2.2; higher % means a stronger effect; 290,000 tested, 0.19% active; in the data active means inhibition mostly above about 51%, no sharp cut-off; inconclusive means no clear call, values can overlap the other calls; inactive means mostly below about 53%; further: some results filed as inactive read as strong as hits
M1AAP inhibition: P. falciparum M1AAP inhibitors, biochemical, fluorogenic H-Leu-NHMec substrate, 1536-well (AID 1445); 220,000 tested, 0.42% active; recombinant M1AAP, H-Leu-NHMec fluorogenic kinetic assay; higher % means a stronger effect; one-dose inhibition, % at 30 µM; IC50 in µM for titrated hits;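 active means primary inhibition above the hit cutoff, then over 50% inhibition at one or more dose response concentrations, cut at about 23% in these data, passing the limit was not always enough; inconclusive means conflicting primary data, or primary hits not chosen for dose response; inactive means low primary inhibition, or under 50% at every dose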;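 further: plate controls were DMSO full reaction for no effect and no enzyme background for full effect; strong numbers were not always called active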
LYP inhibition: inhibitors of LYP phosphatase, biochemical, fluorescence intensity, uHTS (AID 1779). recombinant LYP phosphatase, fluorescence intensity; higher % means a stronger effect. inhibition, % at 11.5 µM, or IC50 in µM where a hit was titrated. 290,000 tested, 0.054% active;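 further: plate controls were vehicle with enzyme for no effect and no enzyme for full effect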
Lipid droplet cells 6.5 µM: also measured in Lipid droplet; calls as there; cell count; measured here: cell count, cytotoxicity flag;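 cells counted across two imaged fields per well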
* hit, by the source's call; ? = inconclusive; / = no result given. Unless noted, no stated cut-off is given here; in the data, active means inhibition above about 50%; inactive means the rest.

SMILES | SIAH1 antagonists | M17LAP inhibition | CSM14.1 death rescue | Lipid droplet | Lipid droplet cells 6.5 µM | XIAP displacement | HEK293 NOD2/NF-kB | AID2073 | M1AAP inhibition | LYP inhibition
CCSC(=O)NC1CCCCC1 | 4% | -1% | / | 6 | 711 | / | 2% | 2% | 1% | -3%
COc1ccc(NC(=O)c2cncc(Br)c2)cc1S(N)(=O)=O | 4% | -5% | -0.2% | -3 | 698 | -4.7% | 14% | 1% | 1% | -7%
OC1CCCN(Cc2ccccc2)C1 (stereo unspecified) | 0% | 5% | 1.2% | -7 | 788 | -2.1% | 2% | -1% | 11% | -7%
Cc1ccc(NC(=S)N(CCN(C)C)C(C)c2cccnc2)c(C)c1 (stereo unspecified) | -7% | 1% | -0.3% | 2 | 712 | -6.0% | 1% | 0% | 6% | -4%
CCOC(=O)CSc1ncc(-c2ccc([N+](=O)[O-])cc2)[nH]1 | 7% | 17% | 0.0% | -2 | 675 | -3.9% | 9% | -10% | 7% | -3%
COC(=O)c1cc(-c2ccccc2)n(CC(=O)O)c1C | -2% | -1% | -3.1% | 5 | 760 | 0.5% | -8% | -6% | 4% | -3%
CCN(CC)C(=O)C(=O)c1cccn1-c1ccc(C#N)cc1 | -2% | 6% | -1.6% | 9 | 705 | -2.1% | 21% | 1% | 6% | -3%
Cc1ccccc1NS(=O)(=O)c1cc(C(=O)N2CCCC2)ccc1Cl | 13% | / | / | 15 | 823 | / | -10% | 3% | / | -8%
CCOc1ccc(C(=O)NN2CCOCC2)cc1 | 5% | / | / | -1 | 832 | / | 4% | 7% | / | -10%
Cc1cc(C)n2nc(SCC(N)=O)nc2n1 | -4% | 2% | 2.3% | 5 | 705 | -8.3% | 14% | 0% | 0% | -5%
CCN(CC)S(=O)(=O)c1ccc(NC(=O)COC(=O)c2ccc(NC(=O)CC#N)cc2)cc1 | -3% | 6% | -0.9% | -5 | 696 | -12% | 14% | 28% | 1% | 4%
CC(=O)Nc1c(O)nc(SCC(=O)Nc2nnc(CC(C)C)s2)[nH]c1=O | 12% | 13% | 3.9% | 0 | 698 | -2.5% | 24% | 1% | 8% | -7%
CCCOC(=O)c1c(N)sc2c1CCC2 | -3% | 2% | -0.5% | / | / | -1.0% | 24% | -15% | 3% | -2%
COc1ccc(C2(C(=O)NCCc3ccccc3)CCCC2)cc1 | 10% | / | / | -31 | 768 | / | 7% | 0% | / | -14%
COc1ccc(OC)c(CCNC(=O)CCc2nnc3ccc(N4CCOCC4)nn23)c1 | 12% | / | / | -8 | 631 | / | 17% | 3% | / | -8%
O=C(c1ccc(C(F)(F)F)n(Cc2ccc(Cl)cc2)c1=O)N1CCOCC1 | 4% | / | / | -18 | 745 | / | 11% | 9% | / | -2%
COc1ccc(C(=O)Nc2cccc(C(C)=O)c2)c(OC)c1OC | 4% | 5% | 1.7% | 2 | 831 | -18% | -65% | 6% | -1% | -10%
CC(C)(C)c1ccc(/C=N/Nc2cccc(C(=O)O)c2)cc1 | 24% | 12% | -0.2% | 7 | 675 | -6.8% | -139% | 23% | 4% | -4%
O=c1[nH]c(CSc2nc3ccccc3[nH]2)nc2c1cnn2-c1ccccc1 | -2% | -15% | -3.8% | -3 | 650 | -0.5% | 29% | 3% | 1% | -2%
COc1ccc(C2=C/C(=C\c3ccccc3OC(C)=O)C(=O)O2)cc1 | 2% | / | / | 2 | 787 | / | -6% | 14% | / | -6%
O=C(Nc1nc2c(s1)CCCC2)c1cc(-c2ccc3c(c2)OCO3)nc2ccccc12 | -8% | 1% | 0.5% | 6 | 687 | 0.9% | -12% | 18% | 9% | 3%
O=C(NCCC1=CCCCC1)c1c(O)nc2ccccn2c1=O | -2% | / | / | 13 | 772 | / | -4% | 2% | / | -13%
CC(C)NC(=O)COC(=O)c1ccc(Oc2ccccc2)cc1 | 3% | 4% | -0.1% | 14 | 733 | 0.4% | 21% | -13% | 4% | -5%
C=CCNCCOCCOc1ccccc1-c1ccccc1 | 7% | 5% | -4.1% | 0 | 611 | -7.0% | -12% | 8% | -6% | -1%
Cc1cc2[nH]c3c(c[n+](C)c4ccccc34)c2cc1C | 0% | / | -5.1% | -81 | 646 | -6.1% | 22% | ? | / | -7%
COC(=O)C1=CN(Cc2ccc(F)cc2)C=C(C(=O)OC)C1c1cc(OC)c(OC)c(OC)c1 | 2% | / | / | -13 | 815 | / | 9% | 42% | / | 1%
COc1ccc(NC(=O)COC(=O)COc2cccc(Br)c2)cc1OC | 16% | -4% | -0.1% | 3 | 703 | -0.5% | 1% | -5% | 10% | -8%
CCCCNC(=S)NC(=O)c1ccc(Cl)cc1Cl | 0% | 3% | 1.2% | / | / | -7.8% | -40% | 19% | 5% | -9%
CCOC(=O)Cn1nc(/C=C/c2ccccc2)ccc1=O | -5% | -3% | -0.6% | / | / | -1.6% | 11% | 11% | 0% | -6%
Cc1c(Cl)cccc1NC(=S)NCCc1ccccn1 | 0% | -1% | / | 1 | 705 | / | 12% | 25% | 21% | 4%
CCOc1cc(S(=O)(=O)NC2CC(C)(C)NC(C)(C)C2)ccc1Cl | -4% | / | / | 4 | 835 | / | -49% | 20% | / | -6%
O=S(CC1CC1(Cl)Cl)CC1CC1(Cl)Cl (stereo unspecified) | -4% | 2% | -1.0% | -4 | 722 | -13% | 9% | 40% | 4% | -9%
Cc1ccc(S(=O)(=O)N2CCCC(C(=O)NCc3ccc4c(c3)OCO4)C2)cc1 (stereo unspecified) | 5% | / | / | 6 | 805 | / | -49% | 9% | / | -1%
COc1ccccc1CC(NC(C)=O)C(=O)NC1CCN(C(=O)Nc2ccccc2C)CC1 (stereo unspecified) | -4% | / | / | 0 | 817 | / | 30% | 14% | / | -7%
N/C(Cn1nnc(-c2ccccc2)n1)=N\O | -2% | 42% | -4.2% | -7 | 582 | -3.2% | 0% | 1% | 5% | 0%
Cc1cc(Nc2c(C)n(C)n(-c3ccccc3)c2=O)c2ccccc2n1 | 5% | 4% | 7.0% | 26 | 636 | -2.5% | 14% | -5% | 0% | -5%
COc1ccc(N2CC(C)Cn3c2nc2c3c(=O)n(Cc3ccc(F)cc3)c(=O)n2C)c(OC)c1 (stereo unspecified) | 3% | 5% | 0.0% | / | / | -3.4% | 8% | 9% | 12% | 2%
CN(C)c1ccc2c3c(cccc13)C(=O)N(c1ccccc1)C2=O | -5% | 18% | -0.7% | -4 | 633 | -0.4% | 17% | 18% | 7% | -6%
CCC(CC)c1nnc(NC(=O)CCc2ccccc2OC)s1 | 10% | / | / | -3 | 756 | / | 3% | -2% | / | -11%
O=C(Nc1ccc(Br)cc1)/C(=C/c1cccc([N+](=O)[O-])c1)NC(=O)C1CCCCC1 | 2% | -6% | 6.9% | 12 | 797 | -1.6% | 12% | 5% | 5% | 4%
CN(Cc1cn(C)nc1-c1cccc(Cl)c1)CC1CCCCO1 (stereo unspecified) | 0% | 0% | -0.9% | -10 | 687 | 3.7% | 1% | 2% | 8% | -2%
O=C(c1cc2ccccc2cc1OCC(O)CN1CCCCC1)N1CCCCC1 (stereo unspecified) | 2% | 8% | 0.2% | / | / | -2.0% | 9% | 24% | 2% | -10%
C#CCN1CC(C)/C(=N/O)CC1C (stereo unspecified) | 0% | 0% | -2.5% | / | / | -1.7% | -5% | -4% | 1% | -9%
CCC(=O)Nc1ccc(NC(=O)CCc2ccccc2)cn1 | 14% | / | / | 2 | 764 | / | 5% | -4% | / | -12%
O=C(N1CCCCC1)N1CCC(c2nc3ccccc3[nH]2)CC1 | -3% | -1% | / | -26 | 650 | / | -11% | -2% | -3% | 0%
CC(C)(C)NC(=O)c1cc(NC(=O)c2ccco2)cc(NC(=O)c2ccco2)c1 | 2% | 8% | 1.9% | / | / | 3.0% | 16% | 0% | 10% | -9%
CCCn1nc(Oc2nc(N(C)C)nc(N(C)C)n2)ccc1=O | 0% | 1% | -1.3% | -12 | 640 | -9.5% | 10% | -4% | -1% | -6%
CCCC1=Nc2cc(C(=O)NCc3ccco3)ccc2Sc2ccccc21 | 9% | 5% | 2.0% | -77 | 474 | -3.2% | -7% | 13% | 1% | 4%
COc1cc(OC)cc(C(=O)O/N=C(\N)c2cccc(C)c2)c1 | -2% | / | / | 0 | 862 | / | -26% | 12% | / | -3%
CC(=O)c1ccc2oc3ccccc3c(=O)c2c1 | 2% | / | / | 2 | 780 | / | -37% | 11% | / | -9%
CCOCCCNC(=O)c1ccc(NC(=O)C2=CSCCO2)cc1 | -4% | / | / | 0 | 699 | / | 7% | 37% | / | -4%
COc1ccc(NC(=O)c2cccnc2)cc1 | 10% | / | / | 0 | 831 | / | 6% | 2% | / | -11%
COc1cc(C)c(Br)cc1S(=O)(=O)NCCCN1CCOCC1 | -1% | 1% | -0.6% | 26 | 722 | -3.0% | -2% | -6% | 4% | -7%
Cc1cc[n+]2c3c(cccc13)CCC2 | -6% | 2% | -3.3% | 2 | 777 | -4.6% | -10% | 4% | 3% | -9%
Cc1cc(C)n2nc(SCC(=O)c3cc(C)n(CC4CCCO4)c3C)nc2n1 (stereo unspecified) | -2% | -5% | 1.2% | 7 | 508 | -8.3% | 5% | -17% | 3% | -6%
Cc1cc(-c2cccc(Br)c2)c(C#N)c(N)n1 | 6% | -3% | -14% | 4 | 695 | -9.0% | 9% | 45% | -1% | -8%
Cn1cc(C(=O)NCc2ccccc2F)cn1 | -5% | 9% | 2.1% | 0 | 566 | 3.6% | 2% | -5% | 5% | -5%
O=C(Nc1cccc(Cl)c1N1CCCCC1)c1ccc2c(c1)OCCO2 | 1% | -11% | -1.5% | -8 | 734 | -1.3% | 20% | 5% | 3% | -7%
CNc1oc(-c2ccccc2)nc1C#N | -2% | -32% | -3.0% | -2 | 789 | 1.3% | -6% | 22% | 12% | -10%
Cc1cccc(S(=O)(=O)Nc2ccc3c(c2)OCCO3)c1 | 2% | -6% | 1.3% | -2 | 727 | -4.2% | -5% | 12% | -4% | -3%
O=C(CNS(=O)(=O)c1ccccc1)OCC(=O)c1ccc(F)cc1 | -4% | / | / | -17 | 796 | / | -28% | 8% | / | -3%

These rows are one share of the data. The share of hits here may be higher or lower than overall.
